# KB-V1 cytotox: KB-V1 MDR subline cytotoxicity; KB-V1 MDR cells viability, CellTiter-Glo, 72 h; Potency, µM (doses to about 46.1 µM), without a hit: at the top dose activity change, negative = cytotoxicity, hits mostly cytotoxic; 400,000 tested, 3.4% active; note: potency is the fitted concentration of half-maximal effect; % is set by controls: 0 for no effect and ±100 for the full control effect; nearly all actives have a fitted effect of over 60% in size
#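 Readout: CellTiter-Glo luminescence, 10 min after addition. Cells: KB-V1 MDR subline, 72 h at 37 degrees C with compound. Analysis: corrected, normalized data fitted to concentration-effect curves.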
# SW480 rereplic: induces DNA re-replication in SW480 colon adenocarcinoma cells; SW480 DNA re-replication, Hoechst DNA content imaging, 48 h; Potency, µM (doses to about 46.1 µM), without a hit: at the highest dose re-replication activation, hits mostly activators; 340,000 tested, 1.8% active; AID 624297; note: potency is the fitted concentration of half-maximal effect; % of control where 0% means no effect; nearly all actives have a fitted effect of over 55% in size
#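 Compounds, transferred as 23 nL by pin tool, were incubated with cells for 48 hr; DNA content per nucleus was then quantified by Hoechst staining and fluorescence plate imaging.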
# MCF10A rerep: induces DNA re-replication in MCF 10a normal breast cells; 350,000 tested, 2.9% active; AID 624296; MCF 10A DNA re-replication, Hoechst nuclear intensity, 48 h; Potency, µM (doses to about 46.1 µM), without a hit: at the top dose activity, positive = re-replication, actives largely listed as activators; note: potency is the fitted concentration of half-maximal effect; % of control where 0% means no effect; nearly all actives have a fitted effect of over 50% in size
# IL-1B inflam inh: blocks inflammasome-driven IL-1 beta release; 360,000 tested, 4.7% active; AID 743279; THP-1 LPS/ATP IL-1B secretion, AlphaLISA, 16 h; stronger effect = lower value; activity change, % at 57.5 µM; in the data active = activity change below about -50%; inconclusive = mostly about -30% to -49%; note: % is set by controls: 0 for no effect and ±100 for the full control effect
#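 THP-1 cells pretreated 1 hr with compounds (up to 57.5 uM final), then stimulated with LPS (250 ng/mL final) plus ATP (1.25 mM final); secreted IL-1B measured by AlphaLISA after 16 hr, decreased signal indicating inhibition.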
# D3 ag: activates the human D3 dopamine receptor | max activation, % | D3R DiscoveRx beta-arrestin cells, luminescence, 90 min | P35462 | AID 652048 | 410,000 tested, 0.58% active; in the data active = max activation above about 30%; note: 0% is about no effect; mostly tested at two doses, the higher about 12 µM
# Target sequence (P35462 whole entry, looked up): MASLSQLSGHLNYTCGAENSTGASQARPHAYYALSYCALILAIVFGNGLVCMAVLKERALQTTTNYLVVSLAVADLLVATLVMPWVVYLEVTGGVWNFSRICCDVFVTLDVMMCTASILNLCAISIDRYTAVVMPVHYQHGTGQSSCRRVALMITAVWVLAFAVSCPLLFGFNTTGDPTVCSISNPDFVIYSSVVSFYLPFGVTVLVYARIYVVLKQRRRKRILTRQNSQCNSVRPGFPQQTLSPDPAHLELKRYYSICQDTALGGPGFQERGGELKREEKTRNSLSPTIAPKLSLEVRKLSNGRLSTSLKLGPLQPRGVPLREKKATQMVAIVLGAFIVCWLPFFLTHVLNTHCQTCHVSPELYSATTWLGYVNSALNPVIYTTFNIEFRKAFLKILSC
#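 Cells at 1500/well, incubated overnight, then treated with pinned compounds (dopamine as control) for 90 min at 37 degrees C. DiscoveRx reagent added for 30 - 60 minutes at room temperature; luminescence read.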
# KB-3-1 cytotox: KB-3-1 parental cell cytotoxicity; Potency, µM (series often up to 46.1 µM), for the others: at the top dose activity change, negative = cytotoxic, hits mostly cytotoxic; KB-3-1 viability, CellTiter-Glo ATP luminescence, 72 h; 400,000 tested, 1.4% active; note: potency is the fitted concentration of half-maximal effect; % is set by controls: 0 for no effect and ±100 for the full control effect; nearly all actives have a fitted effect of over 60% in size
#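 Viability of parental KB-3-1 cells, measured by CellTiter-Glo luminescence, followed a 72 h incubation at 37 °C with pinned compounds in phenol-red-free DMEM containing 10% FBS.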
# GLP1R cytotox: cytotoxicity counter-screen for GLP-1 receptor inverse agonists; HEK293 cAMP-luciferase reporter cells, luminescence, 24 h; Potency, µM (series often up to 38.3 µM), for the others: top-dose activity change, negative = inhibition, usual class: inhibitors; 410,000 tested, 0.13% active;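 note: loss of luciferase light is scored as toxicity; potency is the fitted concentration of half-maximal effect; % is set by controls: 0 for no effect and ±100 for the full control effect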
#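 1536-well qHTS counterscreen of the MLSMR; 200 cells/uL, 12 h pre-incubation, 23 nL cpd, 24 h at 37 deg C 5% CO2, luciferase detection reagent, 12 min RT, luminescence. Inhibition = undesired.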
# HT1080-NT tox: kills 2HG-producing HT-1080-NT fibrosarcoma cells; HT-1080-NT fibrosarcoma viability, CellTiter-Glo ATP luminescence, 48 h; Potency, µM (highest dose often 46.1 µM), for inactives: top-dose activity, negative = less viability, most hits filed as cytotoxic; 360,000 tested, 1.6% active;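 note: NT is the 2HG producing partner of a matched IDH1 knockdown line; potency is the fitted concentration of half-maximal effect; 0% = DMSO-treated cells and -100% = media-only wells without cells; nearly all actives have a fitted effect of over 55% in size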
#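 Viability of the 2HG-overproducing fibrosarcoma line after 48 hours of compound exposure at 37 degrees C was determined by luminescence with CellTiter-Glo, and concentration-effect curves were then fitted and categorized.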
# HT1080 IDH1KD tx: toxicity to HT-1080 IDH1 knockdown cells (counter line); HT-1080 IDH1 knockdown viability, ATP luminescence, 48 h; Potency, µM (top dose mostly 46.1 µM), without a hit: at the top dose activity, negative = toxicity, most hits filed as cytotoxic; 360,000 tested, 2% active;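 note: potency is the fitted concentration of half-maximal effect; 0% = DMSO wells and -100% = cell-free medium wells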
#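 HT-1080-IDH1KD cells (IDH1 knocked down), 750/well in RPMI with 5% FBS, treated with compound 48 h at 37 degrees C. Viability by CellTiter-Glo luminescence, normalised to DMSO and no-cell wells; concentration-response curves classed.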
# Active calls of the source: *; ? = inconclusive; . = no result given; & = joins results of further samples; [ ] = dose if it differs, or a comment. Unless noted, calls come from the whole dose curve; as a rule, active = well fitted curve in the direction sought with a large enough effect; inconclusive = small, poorly fitted or top-dose-only effect, or another doubt; inactive = no such curve, though single readings can be large; an effect the other way counts as inactive or inconclusive.
SMILES,KB-V1 cytotox,SW480 rereplic,MCF10A rerep,IL-1B inflam inh,D3 ag,KB-3-1 cytotox,GLP1R cytotox,HT1080-NT tox,HT1080 IDH1KD tx
CC1(C)CC(=O)C2=C(C1)OC(N)=C(C#N)C2c1ccsc1 (stereo not given),0%,-3%,7%,5,-1,19%,-4%,10%,7%
C=CCCCN(Cc1ccccc1)S(=O)(=O)c1ccccc1Br,-11%,-16%,?,-7,1,-8%,5%,15%,4%
O=C1C=C(c2cccc(Br)c2)C[C@@H](c2ccc(Cl)cc2)C1,5%,-6%,24%,-1,6,1%,4%,0%,-16%
COc1cc(C(C)=O)ccc1OCC(=O)OC(C)C(=O)c1ccc(F)cc1 (stereo not given),20%,-5%,9%,1,-1,5%,6%,2%,9%
C/C(N)=C(/C#N)C(=O)CSc1nnc(Nc2ccccc2C)s1,6%,1%,15%,10,2,9%,-1%,1%,-2%
CCn1c(SCC(=O)Nc2ccc3c(c2)OCCO3)nnc1-c1ccccn1,-9%,-8%,-4%,4,-8,8%,-13%,20%,12%
CCOc1cc(CNc2ccccc2)cc(Br)c1OCc1ccc(F)cc1,?,7%,13%,?,-1,?,6%,-16%,-11%
COc1cccc2cc(C(=O)Oc3ccccc3)c(=O)oc12,?,-9%,-2%,41,0,2%,4%,-13%,?
CC(Cc1ccsc1)NC(=O)CCc1nnc(CCc2ccccc2)o1 (stereo not given),?,2%,0%,6,0,0%,5%,20%,8%
CCc1noc(C)c1C(=O)NNC(=O)COc1ccc(C)c(C)c1,-2%,-16%,6%,-1,-2,0%,16%,-2%,-2%
COc1ccc(C(=O)CN2CC(C)SC2=Nc2ccc(Cl)cc2)cc1 (stereo not given),?,?,?,-5,-3,?,1%,0%,10%
CC(=O)Nc1ccc(NC(=O)COC(=O)/C=C/c2ccc3c(c2)OCO3)cc1,15%,-30%,3%,-15,-1,12%,-4%,4%[9.24 µM],10%
CCOc1ccccc1NC(=O)c1nnn(-c2ccc3c(c2)OCCO3)c1N,-8%,?,0%,?,15,?,-8%,-14%,-13%
CCN(Cc1cnn(C)c1)Cc1nc(Cc2ccccc2Cl)no1,-17%,5%,10%,2,42*,-9%,0%,1%,-5%
COc1ccc(-c2c3c(=O)n(C)c(=O)n(C)c3c3c(-c4ccc(C)cc4)nc4ccccc4n23)cc1,2%,.,.,.,3,-10%,-9%,.,.
Cc1ccc(NC2Sc3ccccc3NC2=O)cc1Cl (stereo not given),?,?,?,-26,5,0%,-9%,0%,?
O=C(Nc1ccc(-c2nnco2)cc1)c1ccccc1,15%,-7%[9.22 µM],-9%,0,-2,-3%,14%,19%,12%
O=C(NC1=NCCS1)c1ccc(Cl)c(S(=O)(=O)N2CCCCCC2)c1,?,-38%[inhibitor],-1%,-4,-4,-2%,-24%,-1%,-9%
CCOc1cccc(NC(=O)c2cccc(F)c2)c1,1%,-7%,6%,13,1,-3%,-8%,0%,3%
O=C(NCc1ccccc1)C1=C[C@@H](c2coc3ccccc3c2=O)C[C@@H](OCc2ccc(CO)cc2)O1,-19%,-24%,-12%,-9,8,?,3%,-16%,-16%
CCOc1ccccc1NC(=O)NCCn1c(=O)oc2ccc(C)cc21,18%,.,.,.,-11,8%,4%,.,.
CCOc1ccc(-n2c(O)c(/C=N/Nc3nc(C)cc(C)n3)c3ccccc3c2=O)cc1,?,?,2%,103,-10,21µM*,0%,-28%,-8%
CCCC/C(=N\NC(=O)c1ccc(Br)o1)c1ccccc1,-20%,-689%[inhibitor],17%,13,7,-5%,3%,18%,15%
CN(CC(=O)Nc1cccc(F)c1)C(=O)c1cccc(S(=O)(=O)N2CCN(c3ccc(F)cc3)CC2)c1,-4%,-23%,9%,-1,-3,?,-24%,-22%,?
O=c1c2c(-c3ccccc3)csc2ncn1/N=C/c1ccc(O)c([N+](=O)[O-])c1,-1%,-27%,-2%,16,-2,2%,-26%,11%,2%
O=NNc1nc2ccccc2n1Cc1ccccc1,-11%,?,4%,201,0,?,?,?,?
CC1=C(C(=O)Nc2cc(Cl)ccc2C)C(c2sccc2C)n2ncnc2N1 (stereo not given),?,.,.,.,2,5%,-4%,.,.
O=C(COC(=O)Cc1ccsc1)Nc1ccc(Cl)c(S(=O)(=O)N2CCOCC2)c1,-2%,-44%[inhibitor],?,9,-5,1%,-4%,0%,-6%
COc1cccc(COC(=O)Cc2ccc(S(=O)(=O)N3CCOCC3)s2)c1OC,6%,10%,5%,3,-2,19%,6%,-3%,-1%
O=C(Nc1ccc(Br)cn1)c1ccc([N+](=O)[O-])cc1Cl,14%,0%,-1%,-7,-3,-1%,-6%,0%,0%
O=c1cc2oc3cc(O)c(O)cc3c(-c3ccccc3[N+](=O)[O-])c-2cc1O,?,29%,27%,-7,-9,0%,?,15µM*,21µM*
COC(=O)C1C(=O)OC(C)(C)C1C(C)C(=O)c1ccccc1 (stereo not given),?,0%,-4%,10,7,7%,-11%,2%,18%
NCCNc1ccc2nnnn2n1,-14%,1%,0%,2,-5,-7%,-6%[7.66 µM],9%,21%
Cc1ccc(NC2=C(Cl)C(=O)OC2NC(=O)c2ccccc2)cc1 (stereo not given),1%,-3%,0%,-21,-3,-7%,-4%,-6%,-1%
NC(=O)SCC(=O)Nc1ccccc1C(=O)O,?,-10%,-2%,-7,-7,-2%,-2%,10%,0%
Cc1ccc(C(OC(=O)c2ccco2)C(=O)NCc2cccs2)cc1 (stereo not given),-7%,-1%,5%,0,-11,6%,-8%,-2%,-3%
COc1ccc(CCNC(=O)CSc2ccsc2[N+](=O)[O-])cc1OC,-4%,-8%,2%,?,-2,16%,14%,0%,1%
Cc1nnc(SCC(=O)NCc2ccccc2Cl)c2nn(-c3ccccc3)c(C)c12,-5%,.,.,.,-13,1%,2%,.,.
O=C(c1ccc(NS(=O)(=O)c2ccc3c(c2)OCCO3)cc1)N1CCCCC1,-26%,?,9%,?,2,?,6%,?,?
CCOC(=O)c1scc(-c2ccc(C)cc2)c1S(=O)(=O)Nc1ccc(F)c(F)c1,2%,.,.,.,-8,-1%,6%,.,.
Cc1ccc2nc(SCC(=O)Nc3ccc(C)c([N+](=O)[O-])c3)[nH]c2c1,0%,2%,7%,-8,-14,-3%,15%,2%,-1%
O=C(CSc1nc2ccsc2c(=O)n1-c1ccc(Cl)cc1)NCc1ccc(Cl)cc1,0%,.,.,.,4,-17%,3%,.,.
N#C/C(=N\O)c1nc(-c2ccccc2)cs1,26%&15%,-4%&0%,1%&12%,?,-2&1,0%&0%,3%&1%,-4%&6%,-9%&0%
COc1ccc(Cl)cc1N(CC(=O)N1CCCCC1)S(C)(=O)=O,9%,-23%,-25%,13,0,10%,2%,1%,7%
CCCCC(=O)Nc1ccc(NC(=O)c2cc(OC)c(OC)c(OC)c2)cn1,-17%,-4%,2%,0,10,-2%,-1%,-1%,-9%

# Whole records as entered above. Values in the order: KB-V1 cytotox, SW480 rereplic, MCF10A rerep, IL-1B inflam inh, D3 ag, KB-3-1 cytotox, GLP1R cytotox, HT1080-NT tox, HT1080 IDH1KD tx
# CCc1noc(C)c1C(=O)NNC(=O)COc1ccc(C)c(C)c1 across the screens: -2%, -16%, 6%, -1, -2, 0%, 16%, -2%, -2%
# CCOc1cccc(NC(=O)c2cccc(F)c2)c1 across the screens: 1%, -7%, 6%, 13, 1, -3%, -8%, 0%, 3%

# (cont.)
SMILES,KB-V1 cytotox,SW480 rereplic,MCF10A rerep,IL-1B inflam inh,D3 ag,KB-3-1 cytotox,GLP1R cytotox,HT1080-NT tox,HT1080 IDH1KD tx
CCC(C)NC(=O)CC(NS(=O)(=O)c1ccc(NC(C)=O)cc1)C(C)C (stereo not given),9%,-3%,-2%,12,-7,13%,1%,25%,9%
Cc1ccc(S(=O)(=O)N2c3ccc(S(N)(=O)=O)cc3CC2C)cc1 (stereo not given),1%,5%,-33%[inhibitor],-11,-3,17%,-12%,-3%,-6%
CC(C)CN(C(=O)COC(=O)c1nc(Cl)ccc1Cl)c1c(N)n(Cc2ccccc2)c(=O)[nH]c1=O,18%,-13%,-2%,0,-3,-5%,2%,-1%,3%
COc1ccc([C@H]2CN(c3ccc(OC)cc3)C(=O)[C@@H]2CC(=O)Nc2ccccc2)cc1,?,.,.,?,2,-22%,-1%,-15%,-19%
Cc1cc(NC(=O)CN2C(=O)/C(=C/c3cccc(Br)c3)SC2=S)no1,12%,0%,?,13,3,14%,-4%,-2%,2%
O=C(Cc1cccc2ccccc12)NNC(=O)Nc1cccc(Cl)c1,-7%,0%,?,-30,-4,-18%,-15%,16µM*,?
CCCCC(c1nnnn1CC1CCCO1)N1CCN(Cc2ccccc2)CC1 (stereo not given),-3%,2%,17%,-24,-6,-18%,-10%,-12%,-1%
CC(C)CN(C(=O)COC(=O)CCc1c[nH]c2ccccc12)C1CCS(=O)(=O)C1 (stereo not given),?,-4%,1%,11,3,10%,-3%,1%,6%
CCc1nc2ccc(C(=O)NCCCn3ccnc3)cn2c1N(C)Cc1ccc(OC)cc1,29%,.,.,-23,-5,0%,3%,10%,14%
O=C(CC1CCCCC1)N1CCCC(c2nc(-c3ccc(S(=O)(=O)N4CCCC4)cc3)no2)C1 (stereo not given),8.2µM*,-8%,?,-77*,0,-19%,-15%,?,-15%
O=C(CSc1ncccn1)Nc1ccc2c(c1)OCO2,7%,-2%,-1%,3,10,0%,-5%,-9%,-6%
CCCn1c2ccccc2c2cnn(CC(=O)NCC3CCN(Cc4ccc(C)cc4)CC3)c(=O)c21,?,.,.,.,-16,?,34%[activator],.,.
S=c1[nH]nc(-c2cccnc2)n1-c1ccc2c(c1)OCCO2,5%,-21%,-31%[inhibitor],12,-3,0%,11%,16%,16%
N#CCCN(C(=O)CSc1nnc(-c2ccncc2)n1C1CC1)c1ccccc1,0%,-7%,-5%,8,9,-1%,-13%,7%,4%

# Source: PubChem BioAssay
